# Screens as filed in PubChem.
# ERAP1 HTS inh = blocks human ERAP1 aminopeptidase activity | 340,000 tested, 0.15% active | inhibition, % at 10.7 µM | recombinant ERAP1, Leu-AMC fluorescence, 60 min | Q9NZ08;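 active means mean replicate inhibition of at least 30%, or all replicates individually reaching that 30% level; inactive means mean below 30% and not every replicate reaching it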;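 further: 0% = neutral control wells and 100% = L-leucinethiol positive control wells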
# F508del corr = correctors of CFTR F508del function in bronchial epithelial cells; CFBE cells, YFP halide quenching; stimulated with forskolin plus potentiator P3; % fluorescence drop versus neutral controls; activity (quench increase), % at 7.58 µM; 350,000 tested, 0.36% active; AID 720511;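 active means mean added fluorescence quench of at least 8% versus neutral control, with both replicates also reaching 8%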;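 further: cells transiently co-express mutant CFTR-F508del with the halide-sensitive YFP; corrector assay measuring rescue of mutant channel to the surface after 24 h compound exposure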
# RAD52 inh = inhibitors of human RAD52 DNA annealing. P43351. recombinant RAD52 DNA annealing, FRET fluorescence. inhibition, % at 18.7 µM. 360,000 tested, 0.46% active;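 active means every replicate showing at least 50% inhibition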
# Target sequence (P43351 whole entry, looked up): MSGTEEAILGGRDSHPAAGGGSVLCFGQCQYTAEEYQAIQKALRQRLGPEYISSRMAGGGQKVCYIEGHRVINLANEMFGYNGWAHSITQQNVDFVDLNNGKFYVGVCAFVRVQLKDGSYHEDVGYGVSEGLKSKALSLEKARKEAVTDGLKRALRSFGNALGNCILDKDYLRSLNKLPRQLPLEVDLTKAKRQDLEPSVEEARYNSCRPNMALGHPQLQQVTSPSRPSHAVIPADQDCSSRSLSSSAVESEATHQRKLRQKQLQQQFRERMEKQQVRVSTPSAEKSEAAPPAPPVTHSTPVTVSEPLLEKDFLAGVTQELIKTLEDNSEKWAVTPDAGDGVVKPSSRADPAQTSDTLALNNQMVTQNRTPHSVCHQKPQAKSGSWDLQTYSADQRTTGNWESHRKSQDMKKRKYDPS
# An asterisk follows results filed as active. Some of the compounds tested. The share of hits here may be higher or lower than overall.
ERAP1 HTS inh	RAD52 inh	F508del corr	molecule
2	10	-0.4	CN(C)CC(=O)N[C@@H]1CC[C@@H](CC(=O)O)O[C@H]1CO
2	-4	-0.4	O=C(NC[C@@H]1CC[C@@H]2[C@@H](CN2Cc2nccs2)O1)C1CCC1
-1	9	1.7	O=C(NC[C@H]1CC[C@@H]2[C@@H](CN2S(=O)(=O)c2ccccc2[N+](=O)[O-])O1)C1CCC1
-7	29	4.5	CN(C)CC(=O)N[C@H]1C[C@@H]2O[C@@H](CO)CC[C@@H]2O[C@@H]1CCc1ccc(C2=CCCCC2)cc1
-2	-10	0.6	O=C1CN(S(=O)(=O)Cc2ccccc2)C[C@H]2[C@H](c3ccc(C#Cc4ccc(F)cc4)cc3)[C@H](CO)N12
0	14	-4.5	O=C1C=CCCN1S(=O)(=O)/C=C/c1ccccc1
-4	-6	-3.0	O=C(NC[C@@H]1CC[C@H]2[C@H](CN2C(=O)Cc2ccncc2)O1)C1CCOCC1
2	1	1.1	O=C(N[C@H]1C[C@@H]2O[C@@H](CO)CC[C@@H]2O[C@@H]1CCc1ccc(-c2ccccc2)cc1)c1cnccn1
0	-16	0.4	COc1cccc(-c2ccc(CC[C@H]3O[C@H]4CC[C@@H](CO)O[C@H]4C[C@@H]3NS(C)(=O)=O)cc2)c1
0	-5	-1.5	CO[C@H]1O[C@H](CO)[C@@H](OC(=O)Nc2cccc(F)c2)[C@H](OC(=O)Nc2ccccc2)[C@@H]1OC(=O)Nc1ccccc1
0	10	-0.9	CC1=C2[C@@H](c3ccccc3)OB(O)C[C@@H]2[C@@H]2C(=O)N(Cc3ccccc3)C(=O)[C@@H]2C1
-5	23	0.9	CCC(=O)N[C@H]1C[C@@H]2O[C@@H](CO)CC[C@@H]2O[C@@H]1CCc1ccc(C#CCc2ccccc2)cc1
0	11	-1.8	CO[C@H]1O[C@H](CO)[C@@H](OC(=O)Nc2ccc(C(F)(F)F)cc2)[C@H](OC(=O)Nc2ccc3c(c2)OCO3)[C@H]1OC(=O)Nc1ccc2c(c1)OCO2
0	6	-4.4	C=CCOC(=O)[C@H]1[C@@H]2C(=O)O[C@@H](c3ccccc3)[C@@H](c3ccccc3)N2[C@@H](c2ccc(OCCOC(=O)[C@H]3C[C@H]4C(=O)N[C@@H](CC(C)C)C(=O)N4[C@H]3c3cccc(OCCO)c3)cc2)[C@]12C(=O)Nc1ccccc12
-2	-9	1.8	C=C[C@@H](COC(C)=O)N(C(=O)OC(C)(C)C)S(=O)(=O)c1ccc(Br)cc1
0	-30	3.1	CC(C)(C)S(=O)N1Cc2cc(C(=O)NCc3ccc4c(c3)OCO4)nc(-c3cccc(-c4cccc(F)c4)c3)c2[C@H]1CCO (stereo partly specified)
-2	7	-1.0	[N-]=[N+]=NCCCNC(=O)Nc1ccccc1
-2	-10	0.3	CC1=C(C(=O)N2CCC=CC2=O)Cc2ccccc21
-1	9	0.4	CCOC(=O)OC[C@@H]1[C@@H]2NC(=O)N(C)[C@@]1(COCc1ccc(OC)cc1)Oc1ccccc12
5	-9	-2.8	COc1ccccc1NC(=O)N1CCCCN2[C@H](CO)[C@H](c3ccc(C#CC4CC4)cc3)[C@H]2C1
0	-23	1.2	NC(=O)NCC#Cc1ccc2c(c1)[C@]1(C(=O)N2)[C@H](c2ccccc2OCCO)N2[C@H](c3ccccc3)[C@H](c3ccccc3)OC(=O)[C@H]2[C@@H]1C(=O)N1CCCCCCC1
2	-2	2.9	O=C(NC[C@@H]1CC[C@@H]2[C@@H](CN2Cc2ccccc2F)O1)C1CC1
3	6	-0.3	O=C(C1=C[C@H](C2CC2)C[C@H](OCc2ccc(CO)cc2)O1)N1CCCCCCC1
1	3	0.5	CN1CCN(C(=O)C2=C[C@H](c3ccc(Br)cc3)C[C@H](OCc3ccc(CO)cc3)O2)CC1
2	3	-2.1	O=C(NC[C@H]1CC[C@H]2[C@H](CN2Cc2nccs2)O1)C1CCC1
0	7	-0.8	O=C(NC[C@H]1CC[C@@H]2[C@@H](CN2C(=O)CN2CCOCC2)O1)NC1CCCCC1
2	-10	-1.6	O=C(NC[C@@H]1CC[C@@H]2[C@@H](CN2Cc2ccccc2F)O1)C1CCCCC1
0	5	0.8	O=C1c2ccccc2C(=O)N1C1CCN(Cc2cccc(OCCO)c2)CC1
0	-13	1.0	COc1ccccc1NC(=O)N1CCCCN2[C@H](CO)[C@H](c3ccc(C#CC4CC4)cc3)[C@@H]2C1
2	4	3.5	OC[C@H]1CC[C@@H]2O[C@H](CCc3ccc(C#Cc4ccccc4)cc3)[C@@H](n3cc(-c4ccccc4)nn3)C[C@@H]2O1
-5	0	1.9	O=S(=O)(NC[C@@H]1CC[C@H]2[C@H](CN2Cc2cccc(-c3ccccn3)c2)O1)c1ccccc1
-2	11	5.0	OC[C@@H]1CC[C@@H]2O[C@H](CCc3ccc(C#Cc4ccccc4)cc3)[C@@H](n3cc(-c4ccccc4)nn3)C[C@@H]2O1
-9	-18	3.0	O=C(NC[C@H]1CC[C@@H]2[C@@H](CN2S(=O)(=O)c2ccccc2[N+](=O)[O-])O1)C1CCCC1
1	1	-0.2	O=C(NC[C@@H]1CC[C@@H]2[C@@H](CN2S(=O)(=O)c2ccccc2)O1)NC1CCCCC1
1	0	-1.5	COc1cc(COC(C)=O)ccc1OC(C)=O
-1	-16	-1.2	O=C(NC[C@H]1CC[C@H]2[C@H](CN2S(=O)(=O)c2ccccc2[N+](=O)[O-])O1)Nc1ccccc1
2	0	-4.4	C#Cc1ccc([C@H]2C=C(C(=O)NC3CC3)O[C@@H](OCc3ccc(CO)cc3)C2)cc1
2	8	-1.5	O=S(=O)(c1cccc(F)c1)N1CCN(Cc2cccc(OCCO)c2)CC1
3	-12	1.5	CC(=O)N[C@H]1C[C@@H]2O[C@H](CO)CC[C@@H]2O[C@@H]1CCc1ccc(C#CCc2ccccc2)cc1
-2	6	-2.2	COC(=O)c1cn(CCCNC(=O)Nc2ccccc2)nn1
-3	28	4.6	O=S(=O)(c1ccc(-c2ccccc2)cc1)N1CCN(Cc2cccc(OCCO)c2)CC1
-1	6	-0.4	COC(=O)c1c(CC[C@@H](CO)NC(=O)N[C@@H](Cc2ccccc2)Cn2cc(-c3ccccc3)nn2)oc(C(=O)N2CCOCC2)c1C(=O)OC
0	1	0.0	OC[C@@H]1CC[C@@H]2O[C@H](CCc3ccc(-c4ccccc4)cc3)[C@H](n3cc(-c4ccccc4)nn3)C[C@@H]2O1
1	11	0.0	O=C(Nc1ccc(F)cc1)N[C@@H]1C[C@@H]2O[C@H](CO)CC[C@@H]2O[C@@H]1CCc1ccc(C2=CCCC2)cc1
-1	27	0.1	O=C(C1CCCC1)N1CC[C@H]2[C@H](CO)Nc3ccc(C#Cc4ccc(F)cc4)cc3[C@H]21
4	-6	-1.0	C=CCNC(=O)[C@@H]1[C@H]2C(=O)O[C@H](c3ccccc3)[C@H](c3ccccc3)N2[C@H](c2ccc(OCCO)cc2)[C@@]12C(=O)Nc1ccc(C#CCCO)cc12
0	-8	1.0	CCCc1cn([C@H]2C[C@@H]3O[C@@H](CO)CC[C@@H]3O[C@@H]2CCc2ccc(C#CCc3ccccc3)cc2)nn1
-3	4	3.2	CC(C)c1cn([C@H]2C[C@@H]3O[C@@H](CO)CC[C@@H]3O[C@@H]2CCc2ccc(C#CC3(O)CCCC3)cc2)nn1
0	31	0.5	O=C(CC1CC1)N[C@H]1C[C@@H]2O[C@H](CO)CC[C@@H]2O[C@@H]1CCc1ccc(C#Cc2ccccc2)cc1
-1	3	-0.8	CCCC#Cc1ccc(CC[C@H]2O[C@H]3CC[C@@H](CO)O[C@H]3C[C@H]2NS(=O)(=O)c2ccccc2)cc1

# Continuation.
ERAP1 HTS inh	RAD52 inh	F508del corr	molecule
3	-1	0.9	COc1ccc2c3c(n(C)c2c1)[C@@H](CO)N(CC1CC1)CC31CCN(Cc2ccc(F)cc2)CC1
2	2	2.0	O=C(NC[C@H]1CC[C@H]2[C@H](CN2C(=O)C2CCOCC2)O1)c1cccnc1
-3	-3	-1.4	CC(C)(C)[C@H]1C=C(C(=O)N2CCCC2)O[C@@H](OCc2ccc(CO)cc2)C1
2	-4	1.3	OC[C@@H]1CC[C@@H]2O[C@H](CCc3ccc(C#CCc4ccccc4)cc3)[C@H](n3cc(-c4ccccc4)nn3)C[C@@H]2O1
-3	4	-1.5	CCO[C@@H]1OC(C(=O)N2CCCC2)=C[C@H](c2ccc3c(c2)OCO3)[C@H]1CCCO
2	6	-0.2	CS(=O)(=O)N[C@@H]1C[C@@H]2O[C@@H](CO)CC[C@@H]2O[C@@H]1CCc1ccc(-c2ccccc2F)cc1
-3	-7	-3.5	C=C1CC(c2ccc(-c3ccccc3)cc2)OC1=O (stereo unspecified)
